# From PubChem
# MT stabilizer: microtubule stabilizers in HeLa cells. 0.83% of 200,000 active. HeLa tubulin immunostaining HCS, 24 h; share of cells brighter than vehicle mean+2SD. % tubulin-high responders, % at 10 µM;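 active means plate Z-score above 3 for both tubulin-high and condensed-nucleus cell shares, with cell loss under 80%, at 10 µM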;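 further: anti alpha tubulin signal scored within the nucleus-defined area of each cell; some results filed as inactive read as strong as hits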
# Yfh1-depleted yeast: mitochondrial function rescue without frataxin homolog – Friedreich's ataxia, plus single-dose screen, dose response (AID 1465); S. cerevisiae Yfh1-off respiration, WST-1 reduction, 72 h; higher fold induction means a stronger effect; fold induction at 50 µM; hits with a dose series show EC50 in µM; 0.074% of 220,000 active;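 active means fold induction of absorbance versus untreated yeast above a set limit, then at least 30% activation at any dose in follow-up; inconclusive means repeats straddling the limit, or above it without dose testing; inactive means fold induction below the set limit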;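 further: activators that raise dye reduction in frataxin-depleted yeast; strong numbers were not always called active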
# bCat nuc transl: modulators of beta-catenin nuclear translocation. HeLa beta-catenin nuclear translocation, immunofluorescence imaging. nuclear translocation activity, % at 5 µM. 0.3% of 190,000 active. AID 1665;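 active means nuclear translocation activity above 50% at 5 µM, with a well cell count of 50 or more; inconclusive means wells under 50 cells across six images, flagged as toxic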;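 further: per-cell ratio of nuclear to cytoplasmic median beta-catenin stain intensity; plate controls were DMSO negative control for no effect and GSK-3 inhibitor IX positive control for full effect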
#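 Test system: human HeLa cell line; Doses: 5 µM primary, 0.02–20 µM confirmation; Incubation: 24 h compound exposure, 37°C; Detection: beta-catenin immunofluorescence imaging with DAPI; Read-out: beta-catenin nuclear/cytoplasmic ratio, % activation.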
# WT yeast gro inh: growth inhibition of WT yeast, mitochondrial fusion screen; mitochondrial fusion phenotypic screen, WT strain; inhibition, % at 10 µM; 2.1% of 190,000 active; in the data active means inhibition above about 58%; tested in S. cerevisiae
# Autophagy HCS: alters autophagy in cells. calls only at 10 µM (by protocol). MEF GFP-LC3 puncta imaging; test concentration mostly 10 µM. 0.98% of 190,000 active. AID 463193;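 active means percentage of spot-positive cells more than 3 SD above its plate mean, without a fluorescence outlier flag or 80% toxicity; inconclusive means no clear call, values can overlap the other calls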;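 further: spot-positive cell cutoff set from DMSO-treated cells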
# Ins promoter up: MIN6 insulin promoter up-regulation; MIN6 insulin promoter-GFP reporter, high-content imaging; hits give high values; z-score at 5 µM; 0.3% of 190,000 active; AID 1625;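 active means z-score above 3 at 5 µM with at least 500 cells counted in the well; inconclusive means wells under 500 cells, flagged as cytotoxic or low count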
# Hep lipid drop: modulators of hepatic lipid droplet formation. AML12 mouse hepatocytes, oleate lipid droplets, BODIPY imaging. inhibition, % at 6.5 µM. AID 1656. 0.4% of 240,000 active;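 active means lipid droplet intensity inhibited by at least 50%, with more than 500 cells counted; inconclusive means wells with under 300 cells, treated as cytotoxic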
#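 Material – mouse AML12 hepatocyte cell line, fixed after treatment · Compound dosing – one dose, 6.5 µM compound · Times – compound with oleate, overnight · Measured by – Image-based BODIPY and DAPI two-channel analysis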
# Dynein cargo inh: blocks dynein driven cargo transport along microtubules; 3617.4 mouse cells, GR-EGFP nuclear translocation imaging; test concentration mostly 20 µM; stimulated with dexamethasone, 1 µM; hits give low values; z-score, hits read low; 0.47% of 220,000 active;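 active means plate z-score of nuclear minus cytoplasmic receptor signal below a set negative limit, without overly bright fluorescence or cell loss, cut at about -3.5 in these data, passing the limit was not always enough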;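 further: z-score of nuclear minus cytoplasmic ring GR-EGFP intensity difference per well; some compounds called inactive have numbers as strong as hits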
#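 Buffer or medium – tet-free medium with charcoal-stripped serum · Signal – automated 10x imaging of fixed Hoechst-stained cells · Also added – dexamethasone agonist, 1.0 µM final, for 30 min · Incubation – induction 48 h, compound 1 h, agonist 30 min · Read-out – GR-EGFP nuclear translocation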
# NOD2 inhibition: inhibition of NOD2-driven NF-kB reporter – cell-based, luminescence, uHTS, HEK293 (AID 1566). HEK293 NOD2/NF-kB luciferase reporter, luminescence; higher % means a stronger effect. inhibition, % at 4 µM, or EC50 in µM where a hit was titrated. 0.63% of 290,000 active; in the data active means inhibition above about 50%; further: many of its hits are not listed in these tables
# WT yeast gro inh mutant strain: further read-out of WT yeast gro inh, marked with its call; inhibition, %; mitochondrial fusion phenotypic screen, mutant strain inhibition
# Dynein cargo inh cytoplasmic EGFP: recorded beside Dynein cargo inh, whose call it bears; z-score; measured here: cytoplasmic GR-EGFP intensity; hits give high values
# Dynein cargo inh nuclear GR-EGFP: also measured in Dynein cargo inh; calls as there; z-score; measured here: nuclear GR-EGFP intensity;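 lower value marks the stronger effect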
# Dynein cargo inh cell count: further read-out of Dynein cargo inh, marked with its call; z-score; measured here: cell count per field
# Ins promoter up cell count: second read-out of Ins promoter up, no call of its own (marks repeat the call); cell count; measured here: cytotoxicity, nuclei count;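 total cells summed across four imaged fields per well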
# Hep lipid drop cells 6.5 µM: further read-out of Hep lipid drop, marked with its call; cell count; measured here: cell count, cytotoxicity flag;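 cells counted across two imaged fields per well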
# bCat nuc transl cell count 5 µM: recorded beside bCat nuc transl, whose call it bears; cell count; measured here: cell count, cytotoxicity flag
# MT stabilizer Hoechst-high %: also measured in MT stabilizer; calls as there; % Hoechst-high responders; measured here: nuclear condensation Hoechst responders;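 share of cells brighter than vehicle mean plus two SD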
# MT stabilizer cytotoxicity %: further read-out of MT stabilizer, marked with its call; toxicity, %; measured here: cytotoxicity by cell density;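 0% = mean cell density of plate MIN control wells and 100% = no cells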
# Autophagy HCS cell loss 18 h: second read-out of Autophagy HCS, no call of its own (marks repeat the call); toxicity, %; measured here: cell loss, nuclei count;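 cell loss after 18 h compound exposure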
# An asterisk follows results filed as active; i = inactive; ? = inconclusive; . = no result given; + = active, no number.
SMILES,MT stabilizer,MT stabilizer Hoechst-high %,MT stabilizer cytotoxicity %,Yfh1-depleted yeast,bCat nuc transl,bCat nuc transl cell count 5 µM,WT yeast gro inh,WT yeast gro inh mutant strain,Autophagy HCS,Autophagy HCS cell loss 18 h,Ins promoter up,Ins promoter up cell count,Hep lipid drop,Hep lipid drop cells 6.5 µM,Dynein cargo inh,Dynein cargo inh cytoplasmic EGFP,Dynein cargo inh nuclear GR-EGFP,Dynein cargo inh cell count,NOD2 inhibition
O=C(O)CC(SCC(=O)Nc1ccccc1)C(=O)O (stereo not drawn),3.2,2.6,3.9,i,5.5,917,-7,-4,i,3,0.19,1546,9,657,0.58,-0.35,0.28,-0.81,-1%
Cc1cc(C(=O)NCCC(C)C)c2ccccc2n1,.,.,.,i,-0.8,1311,.,.,.,.,1.1,1304,-2,701,0.67,-0.26,0.31,0.25,0%
C#CC[N+](C)(C)CCN1C(=O)C2C(c3ccccc3)C=CC(c3ccccc3)C2C1=O (stereo not drawn),2.4,2.4,5.9,i,0.1,1107,-1,14,i,-3,-0.64,1310,-4,727,-0.25,-0.31,-0.11,0.56,3%
CCOC(=O)c1cc(-c2csc(N/N=C/c3ccccc3Cl)n2)on1,.,.,.,i,-1.5,1208,.,.,.,.,0.61,1440,-16,704,0.27,-0.28,0.1,-0.27,-4%
CCOCCCNC(=O)Cc1cc(=O)[nH]c(=O)[nH]1,2.5,0.8,9.2,i,-0.5,1064,18,-5,i,-13,-0.33,1764,-18,666,-0.74,-0.23,-0.3,0.72,-8%
CC(C)CN(C(=O)c1ccco1)c1nc2ccccc2s1,2.9,3.3,8.8,i,-2.6,1027,46,30,i,2,0.48,1215,-5,704,-0.073,-0.37,0.24,0.73,2%
CCOc1ccc(NC(=O)CCC(=O)NNC(=O)Nc2cccc(Cl)c2)cc1,5.7,1.7,7.8,i,0.4,1448,-4,8,i,-6,0.19,1349,2,688,1.3,-0.28,0.45,-0.82,14%
CC1CCC(NC(=O)Cn2c3c(c(-c4ccccc4Cl)cc2=O)CCC3)CC1 (stereo not drawn),3.4,1.7,6.7,i,-3.4,1137,9,25,.,.,0.2,1861,-14,616,-0.088,-0.17,-0.023,0.28,-3%
Nc1nnc(SCC(=O)N2CCN(c3ccccc3)CC2)n1-c1ccccc1,3.5,3.0,5.2,i,.,.,6,17,i,3,-0.24,1277,-2,641,-0.32,-0.27,-0.22,-0.47,2%
CCOC(=O)NC(NCC(O)c1ccccc1)(C(F)(F)F)C(F)(F)F (stereo not drawn),5.1,0.7,2.1,i,-1.2,1121,16,26,i,12,-1.2,1774,-23,616,-0.47,-0.15,-0.36,1.2,-2%
Cc1c(-c2ccccc2)n[nH]c1C(=O)N=Nc1c(O)[nH]c2ccccc12,3.3,3.9,4.6,i,0.8,1059,3,-5,i,2,0.92,1176,12,694,-0.57,-0.22,-0.19,0.39,-77%
CN(Cc1cccc(Cl)c1Cl)c1ccc(S(=O)(=O)N2CCCCC2)cc1[N+](=O)[O-],3.1,2.5,11,i,0.3,936,-1,-5,i,-5,-1,1334,-41,694,0.77,-0.21,0.65,-0.78,19%
CCOc1cccc(CNn2cnnc2)c1OCc1ccccc1Cl,1.9,1.2,9.6,i,2.4,1457,-10,-6,i,13,-0.67,1382,.,.,0.096,-0.04,0.24,0.017,-1%
Nc1ccccc1NC(=O)c1ccccc1,3.5,2.3,3.0,i,-5.3,1453,-5,-73,i,8,-0.33,1623,.,.,0.085,-0.42,0.18,0.38,-30%
O=C(c1cc2ccccc2oc1=O)N(Cc1cccc(Br)c1)C1CCS(=O)(=O)C1 (stereo not drawn),.,.,.,i,-2.6,1131,.,.,.,.,0.38,1355,7,736,-0.18,-0.31,-0.16,1.5,-11%
O=C(COC(=O)c1cc(S(=O)(=O)N2CCCCC2)ccc1N1CCOCC1)NCCc1ccc(F)cc1,3.6,1.8,9.1,i,-1.1,1114,-7,3,i,-22,0.55,1221,5,671,0.97,-0.19,0.94,-1.4,1%
CCOC(=O)NC(=S)Nc1ccc(C(C)(C)C)cc1Br,.,.,.,i,-1.1,1162,.,.,.,.,-0.3,1397,0,713,-0.047,-0.22,-0.039,-0.31,10%
O=C(COc1ccc(S(=O)(=O)N2CCOCC2)cc1)Nc1ccc(Cl)c(C(F)(F)F)c1,32*,23*,38*,i,1.6,1022,18,47,i,21,-0.6,1085,-12,748,-0.78,-0.24,-0.47,0.22,-2%
CCOC(=O)c1nnn(-c2nonc2-n2cccc2)c1CN1CCOCC1,2.9,1.8,1.9,i,.,.,-3,-5,i,-4,.,.,.,.,-0.022,2,0.0077,-1.8,3%
CCCc1cc(=O)oc2c(C)c3occ(C)c3cc12,2.1,2.1,0.9,i,-2.0,563,10,-9,i,17,-0.59,1247,1,761,0.34,-0.2,1.4,-1.1,13%
CCOC(=O)[C@@H]1CCNC[C@@H]1c1ccccc1,7.3,2.6,4.3,i,-1.5,1461,-7,2,i,7,0.18,1342,.,.,-0.45,0.015,0.029,0.42,-2%
Cc1nn(CC(=O)NCc2ccccc2)c(=O)c2ccccc12,4.8,1.7,5.3,i,-5.3,1009,-1,0,i,16,-0.11,1293,.,.,0.1,0.18,0.42,-0.17,11%
COc1ccc(C(=O)N/N=C(\C)Cn2cnc([N+](=O)[O-])n2)cc1,5.7,1.7,5.7,i,.,.,-3,-28,i,-3,0.12,1331,.,.,0.58,-0.21,0.35,-0.86,4%
N#Cc1c(NC(=O)CSc2nc3ccccc3c(=O)n2Cc2ccco2)sc2c1CCCC2,.,.,.,i,-4.9,1001,.,.,.,.,-0.81,934,.,.,.,.,.,.,15%
CCOP(=O)(OCC)c1nc(-c2cccc3ccccc23)oc1NCc1ccccc1,7.4,1.0,5.4,i,-1.5,1063,-15,-10,i,-35,0.33,1749,-8,586,-0.12,-0.13,-0.21,-0.036,0%
CCOC(=O)c1cc(NC(=O)Nc2ccccn2)c(C)nc1C,2.1,2.2,5.2,i,0.4,1130,2,10,i,-1,0.42,1200,12,700,-1.1,-0.046,-0.68,1,-5%
OCC1(CCc2ccccc2)CCN(Cc2cccn2-c2cccnc2)CC1,4.8,1.5,9.8,i,0.8,1481,5,-1,i,0,0.07,1539,-27,690,1.5,0.11,1.5,-1.3,7%
CCN(CC)C(=O)C(C)OC(=O)COc1ccc(Cl)cc1C (stereo not drawn),4.3,4.1,9.2,i,-3.1,878,3,5,i,-2,-0.32,1046,.,.,-0.53,-0.17,-0.062,0.14,13%
Cc1ccc(Nc2nc(-c3sc(NC(=O)c4ccco4)nc3C)cs2)cc1,3.4,2.0,5.2,i,11,965,13,8,i,-27,-1.3,1698,8,685,0.7,-0.13,0.63,-0.17,10%
CCS(=O)(=O)N1CCN(c2ccc([N+](=O)[O-])c(NCC3CCCO3)c2)CC1 (stereo not drawn),3.6,1.6,6.5,i,-3.3,997,9,2,i,-21,0.45,1452,-2,678,0.18,-0.086,0.22,-0.54,13%
COCCNC(=S)NC1CC2CCCC(C1)N2Cc1ccco1 (stereo not drawn),2.2,2.1,7.2,i,-0.1,1460,7,3,i,13,2.9,1125,.,.,0.72,-0.24,0.95,0.43,12%
Cc1nc(-n2[nH]c3c(c2=O)CCCC3)[nH]c(=O)c1Cc1ccccc1,2.4,0.6,8.8,?,.,.,14,-25,+,1.9*,.,.,.,.,0.33,-0.18,0.034,-1.1,-16%
CCOC(=O)Cn1c(=NC(=O)c2ccc([N+](=O)[O-])s2)sc2ccccc21,4.1,5.9,1.2,i,0.3,941,65*,-0.2*,i,3,-0.51,1163,-6,623,-0.65,-0.33,-0.6,0.96,4%
O=c1[nH]c(-c2ccccc2O)nc2c1CCCC2,3.5,1.1,7.4,i,0.4,954,13,8,i,16,-0.36,1007,.,.,-1.2,-0.26,-0.063,1,5%
O=C(CSc1ccsc1[N+](=O)[O-])NCCc1ccc(Cl)cc1,2.8,1.1,4.9,i,-0.7,972,6,17,i,16,1.4,1520,.,.,-0.028,-0.17,-0.18,-0.098,7%

# Compounds listed so far containing a thiophene ring, fused or not (3):
SMILES,MT stabilizer,MT stabilizer Hoechst-high %,MT stabilizer cytotoxicity %,Yfh1-depleted yeast,bCat nuc transl,bCat nuc transl cell count 5 µM,WT yeast gro inh,WT yeast gro inh mutant strain,Autophagy HCS,Autophagy HCS cell loss 18 h,Ins promoter up,Ins promoter up cell count,Hep lipid drop,Hep lipid drop cells 6.5 µM,Dynein cargo inh,Dynein cargo inh cytoplasmic EGFP,Dynein cargo inh nuclear GR-EGFP,Dynein cargo inh cell count,NOD2 inhibition
N#Cc1c(NC(=O)CSc2nc3ccccc3c(=O)n2Cc2ccco2)sc2c1CCCC2,.,.,.,i,-4.9,1001,.,.,.,.,-0.81,934,.,.,.,.,.,.,15%
CCOC(=O)Cn1c(=NC(=O)c2ccc([N+](=O)[O-])s2)sc2ccccc21,4.1,5.9,1.2,i,0.3,941,65*,-0.2*,i,3,-0.51,1163,-6,623,-0.65,-0.33,-0.6,0.96,4%
O=C(CSc1ccsc1[N+](=O)[O-])NCCc1ccc(Cl)cc1,2.8,1.1,4.9,i,-0.7,972,6,17,i,16,1.4,1520,.,.,-0.028,-0.17,-0.18,-0.098,7%

# Some of the compounds tested; the hit share may differ from the screen's.
